# Source: PubChem (Sanford-Burnham Center for Chemical Genomics)
# APOBEC3G inh: APOBEC3G DNA deaminase inhibitors, primary screen, biochemical, fluorescence, single-stranded DNA substrate, uHTS; DNA dC->dU-editing enzyme APOBEC-3G (Homo sapiens), Q9HC16; inhibition, % at 20 µM; recombinant A3G, ssDNA deamination FAM/TAMRA fluorescence; 330,000 compounds, 0.28% hits; AID 493012, 2011;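 active means inhibition of at least 40% at 20 µM, with no more than 30% in the related APOBEC3A deaminase screen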;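 further: plate controls were DMSO wells with A3G for no effect and wells lacking A3G enzyme for full effect; some compounds called inactive have numbers as strong as hits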
# Target sequence (Q9HC16 whole entry, looked up): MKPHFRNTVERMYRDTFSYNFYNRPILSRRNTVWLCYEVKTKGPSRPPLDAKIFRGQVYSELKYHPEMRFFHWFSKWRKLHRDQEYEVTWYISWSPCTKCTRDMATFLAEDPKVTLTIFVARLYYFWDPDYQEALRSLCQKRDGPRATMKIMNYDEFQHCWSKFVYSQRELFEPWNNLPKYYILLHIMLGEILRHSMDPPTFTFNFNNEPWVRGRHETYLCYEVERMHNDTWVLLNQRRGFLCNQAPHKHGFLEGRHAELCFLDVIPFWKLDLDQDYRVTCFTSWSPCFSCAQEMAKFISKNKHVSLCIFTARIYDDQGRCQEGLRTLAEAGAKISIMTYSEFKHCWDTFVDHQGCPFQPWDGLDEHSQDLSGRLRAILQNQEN
# hIAP activ: human IAP activators, primary screen, biochemical, luminescence, uHTS; Intestinal-type alkaline phosphatase (Homo sapiens), P09923; purified human IAP, CDP-Star luminescence, 30 min; hits give high values; 1 = vehicle-only enzyme, 0 = enzyme-free background; activation factor at 10 µM; 330,000 compounds, 0.16% hits;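 active means activation factor of the enzyme at least 2-fold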; further: the source names both 10 and 20 µM as test concentration; values of inactives mirror those of a sister screen read the other way
# A3A deaminase: APOBEC3A ssDNA deaminase inhibitors, primary screen, selectivity assay for APOBEC3G inhibitor project, biochemical, FAM/TAMRA oligo cleavage fluorescence | AID 493011, 2011 | inhibition, % at 20 µM | recombinant A3A, FAM/TAMRA ssDNA deamination fluorescence | 330,000 compounds, 0.41% hits | DNA dC->dU-editing enzyme APOBEC-3A (Homo sapiens), P31941;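 active means at least 40% inhibition at 20 µM here, with at most 30% in a related deaminase screen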;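 further: plate controls were A3A with DMSO for no effect and wells lacking A3A enzyme for full effect; some results filed as inactive read as strong as hits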
# Target sequence (P31941 whole entry, looked up): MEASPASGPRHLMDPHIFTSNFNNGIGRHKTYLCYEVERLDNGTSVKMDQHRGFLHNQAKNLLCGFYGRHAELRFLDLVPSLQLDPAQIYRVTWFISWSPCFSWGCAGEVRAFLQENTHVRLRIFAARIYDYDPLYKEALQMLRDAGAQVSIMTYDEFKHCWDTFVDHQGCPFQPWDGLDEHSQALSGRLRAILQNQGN
# mIAP inh: inhibitors of mouse IAP, primary screen, biochemical, luminescence, uHTS; purified mouse IAP, CDP-Star luminescence, 30 min; AID 2806, 2010; inhibition, % at 10 µM; 330,000 compounds, 0.2% hits;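 active means inhibition of at least 40% at 10 µM in the primary screen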;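 further: plate controls were DMSO with enzyme for no effect and no enzyme wells for full effect; values of inactives mirror those of a sister screen read the other way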
# mIAP act: activators of mouse IAP, primary screen, biochemical, luminescence, uHTS; intestinal alkaline phosphatase [Mus musculus]; muIAP, CDP-Star luminescence, 30 min; hits give high values; 1 = vehicle-only enzyme signal, 0 = enzyme-free wells; activation factor at 10 µM; 330,000 compounds, 0.24% hits;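 active means activation factor of at least 2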; further: the source names both 10 and 20 µM as test concentration; values of inactives mirror those of a sister screen read the other way
#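 System: mouse IAP enzyme. Reagent: CDP-Star chemiluminescent phosphatase substrate. Benchmarks: DMSO wells, no-enzyme wells. Times: 30 min enzyme-substrate-compound incubation at room temperature. Detection: luminescence from enzymatic CDP-Star hydrolysis. Doses: test compounds delivered from DMSO solution.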
# NALP3 yeast inh: NALP3 inflammasome inhibitors in reconstituted yeast, primary screen, luminescence, uHTS; Yeast reconstituted NLRP3/ASC/caspase-1, beta-gal luminescence, 24 h; inhibition, % at 10 µM; 330,000 compounds, 0.39% hits;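 active means inhibition of 50% or more; inactive means inhibition below 50%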;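 further: plate controls were induced DMSO wells for no effect and uninduced yeast grown without galactose for full effect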
# hIAP inh: human IAP inhibitors, primary screen, biochemical, luminescence, uHTS; Intestinal-type alkaline phosphatase (Homo sapiens), P09923; purified IAP, CDP-Star luminescence, 30 min; inhibition, % at 10 µM; 330,000 compounds, 0.12% hits;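 active means inhibition reaching a set limit with compound at 10 µM in the primary screen, cut at about 35% in these data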;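 further: plate controls were DMSO wells with enzyme for no effect and no-enzyme buffer wells for full effect; values of inactives mirror those of a sister screen read the other way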
# beta cell repl: inducers of MIN6 beta-cell proliferation, primary screen, ATP luminescence, uHTS | MIN6 cells proliferation, ATPlite luminescence, 48 h; cells starved in 0.2% serum; 100% = growth in 10% serum | proliferation, % at 10 µM | 330,000 compounds, 0.29% hits;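 active means compounds whose signal lies at least 3.5 SD above the mean of all wells on their plate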;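 further: 0% = DMSO-treated cells in low-serum medium and 100% = 10% serum control; some compounds called inactive have numbers as strong as hits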
# SENP1 inh: human SENP1 catalytic domain inhibitors, primary screen, biochemical, FRET, uHTS; recombinant SENP1 catalytic domain, CyPet-SUMO1-YPet FRET cleavage; 360,000 compounds, 0.21% hits; Sentrin-specific protease 1 (Homo sapiens), Q9P0U3; inhibition, % at 10 µM;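 active means inhibition at least 30% at 10 µM, raw YFP signal under a set limit, fluorescence ratio 0.5 to 1.5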;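 further: 0% = enzyme with DMSO and 100% = no enzyme wells; some results filed as inactive read as strong as hits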
# Target sequence (Q9P0U3 419-644 limits assumed): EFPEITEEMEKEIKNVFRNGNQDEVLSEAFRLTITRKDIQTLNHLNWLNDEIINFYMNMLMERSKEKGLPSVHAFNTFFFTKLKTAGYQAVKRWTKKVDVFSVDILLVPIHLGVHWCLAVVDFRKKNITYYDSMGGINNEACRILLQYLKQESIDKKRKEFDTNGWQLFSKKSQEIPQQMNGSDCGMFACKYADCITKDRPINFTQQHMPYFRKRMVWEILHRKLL
#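 Material – human SENP1 catalytic domain · Input – SENP1 enzyme, 20 pM final · Compound dosing – single concentration of 10 µM compound, 0.5% DMSO final · Timing – enzyme reaction for 50 min at room temperature, dark · Measured by – FRET fluorescence in CFP and YFP emission channels · Control set – no-enzyme wells low, DMSO-plus-enzyme wells high control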
# The depositor's hits bear a star; / = no result given. This is a subset, so the mix of outcomes need not match the whole.
SMILES	SENP1 inh	NALP3 yeast inh	mIAP act	A3A deaminase	beta cell repl	APOBEC3G inh	mIAP inh	hIAP activ	hIAP inh
O=C1Nc2ccccc2O/C1=C\c1ccccc1Br	-3	21	0.92	-2	-3	-5	8	1	-4
CC(=O)Nc1ccc(S(=O)(=O)NCCC(=O)NNC(=O)c2ccncc2)cc1	3	15	0.92	2	4	1	8	0.93	7
COc1cccc(NC(=O)N2CCCC2C(=O)NCc2ccco2)c1 (stereo not given)	2	-6	0.95	-5	-3	-7	5	0.91	9
CCCn1nc(C(=O)NC2CC2)c2ccccc2c1=O	3	6	1	-5	-4	-8	-4	0.82	18
c1ccc(CNc2ccc(N3CCOCC3)cc2)cc1	3	7	1.1	-6	-2	-4	-7	0.9	10
O=C(NCCCN1CCCC1)Nc1ccccc1[N+](=O)[O-]	0	8	1	0	-3	-4	-2	0.99	1
COc1ccc2[nH]c3c(c2c1)CCN1C(=O)C(CC(=O)NCCN2CCOCC2)C[C@H](C(=O)N(C(C)C)C(C)C)[C@@]31C (stereo not given in full)	4	/	1	7	/	1	-5	/	/
O=C(CSc1nnc(-c2ccco2)n1Cc1ccco1)NCc1ccccc1	0	13	0.99	2	-2	1	1	1.1	-6
CC(=O)N1c2ccc(S(=O)(=O)NCC3CCC(C(=O)Nc4cccc(C)n4)CC3)cc2CC1C (stereo not given)	0	-3	1	-3	-2	-5	-2	1.1	-9
CC(C)(C)n1nnnc1C(c1ccncc1)N1CCN(C2CCCCC2)CC1 (stereo not given)	-2	10	1	1	-1	-1	-4	0.76	24
COC(C[C@H]1O[C@H]1[C@H](O)COCc1ccccc1)OC	0	8	0.96	-1	-3	-3	4	1	-4
COc1ccc(NC(=O)Nc2ccccc2C(=O)N2CCCC2)cc1	3	11	1.1	-2	0	-3	-13	0.94	6
CCOc1ccc(-n2cccc2C=O)cc1	2	12	1	1	5	-1	-3	0.91	9
CCC(C)N(C(=O)CSc1nncn1C)C1CCS(=O)(=O)C1 (stereo not given)	2	7	1.1	-3	-1	-7	-12	1	-2
COc1ccc(S(=O)(=O)N2CCC(C(=O)NCC3CCCO3)CC2)cc1C (stereo not given)	2	1	1	-2	-3	-3	-5	1.1	-14
CC(=O)c1cccc(NS(=O)(=O)c2ccc(-c3cc(C)no3)s2)c1	2	18	0.98	-1	-2	-4	2	1	-5
CCOC(=O)N1N=C(c2ccc(C)cc2)CC1(O)C(F)(F)F (stereo not given)	0	18	0.95	30	-3	-5	5	1.1	-10
NC(=O)CN1CCN(c2cccc(Cl)c2)CC1	2	0	0.92	-1	1	-8	8	1	-2
COc1ccc2ccccc2c1-c1sc(Nc2ccccc2)n[n+]1-c1ccc(F)cc1	5	13	0.95	2	-8	-7	5	0.93	7
Cc1ccc(-n2c(Cc3ccccc3)nnc2SCC(=O)NNC(=O)Cc2ccccc2)cc1	3	-7	0.99	1	-1	-2	1	2*	-100
CC(C)Cc1csc(NC(=O)c2ccc(F)cc2)c1C(=O)O	1	5	0.87	1	-3	-1	13	0.9	10
CC(=O)c1ccc(N2CCN(C(=O)c3ccc(S(=O)(=O)NCc4ccco4)cc3)CC2)cc1	1	6	1.1	-2	-2	-2	-10	1.1	-7
COc1ccc(S(=O)(=O)N2CCOC2CNC(=O)C(=O)NCc2ccncc2)cc1C (stereo not given)	0	8	0.95	1	0	10	5	0.93	7
Cc1cccc(S(=O)(=O)c2c(N)n(/N=C/c3ccccc3)c3nc4ccccc4nc23)c1	-3	5	0.98	-1	-2	-5	2	0.94	6
CCN(CC)CC(C)CNC(=O)CN1C(=O)CSc2ccc(S(=O)(=O)N3CCOCC3)cc21 (stereo not given)	2	-17	1	-3	1	-2	-1	1.1	-14
CCOc1ccc(NC(=O)Cc2ccc(S(=O)(=O)N3CCOCC3)s2)cc1OCC	-4	18	1	-1	-1	-4	-2	1.1	-14
CCn1ncc(-c2csc(N)n2)c1C	-1	-6	0.98	-1	-1	-3	2	1.1	-6
CCC(C)NC(=O)CNC(=S)N(Cc1ccccc1F)C1CCCCC1 (stereo not given)	0	6	1.2	-11	-2	-7	-23	1.1	-8
Cc1ccc(NC(=O)CCNS(=O)(=O)c2ccc3c(c2)CCC(=O)N3)cc1	4	11	0.98	-4	2	-7	2	0.71	29
CC(C)CN1C(=O)NC2(CCCc3ccccc32)C1=O (stereo not given)	1	-7	1	0	1	-4	-3	1	0
CCN(CC)S(=O)(=O)c1cccc(C(=O)N/N=C/c2ccccn2)c1	2	5	0.85	-2	-1	-6	15	1.2	-17
Cc1ccc(C(C)C)c(OCC(=O)Nc2ccc(N3CCOCC3)cc2N2CCOCC2)c1	0	21	0.91	-3	-5	-7	9	0.84	16
CCOc1cc2nc3c4ccccc4n(C)c3nc2cc1OCC	-18	22	1.1	-1	-2	-3	-10	1.4	-36
COC(c1ccccc1)c1nnc(CCC(=O)N(C)CCCC2CCCC2)o1 (stereo not given)	1	12	1.1	-2	-1	-8	-13	1.2	-20
CCN1C(=O)[C@H]2[C@@H](c3ccc(OC)cc3)N3C(=O)CN(Cc4ccccc4)C(=O)[C@@]3(C)[C@H]2C1=O	0	-6	0.98	4	0	0	2	0.98	2
Cc1cc(C(=O)N2CCCC(N3CCN(c4ccc(F)cc4)CC3)C2)no1 (stereo not given)	2	-2	0.97	1	1	1	2	1.1	-13
CCN1CCN(CCNC(=O)c2cn(Cc3ccccc3F)nn2)CC1	2	-1	1.1	-8	0	-6	-7	1.2	-23
CCNC(=S)Nc1ccc(Oc2ccccc2)cc1	5	34	1.1	2	-2	0	-8	0.9	10
COc1ccccc1N(C)S(=O)(=O)c1ccc(C)c(C(=O)N2CCCCCC2)c1	1	8	0.98	-7	-2	-9	2	1	0
Cc1ccc2nc(-c3cccnc3)cc(C(=O)Nc3ccccc3[N+](=O)[O-])c2c1	-1	31	0.95	1	4	2	5	0.92	8
Nc1nnnn1/N=C/c1cc(Br)ccc1O	-4	19	0.82	-3	0	-2	18	1.1	-6
CCCN1CCC(NC(=O)c2cccc(Oc3ccccc3)c2)CC1	-6	20	1.1	-4	-6	-15	-8	0.93	7
O=C(COC(=O)CCN=C1NS(=O)(=O)c2ccccc21)NNC(=O)c1ccccc1	1	18	0.92	-4	0	-7	8	1.1	-12
Cn1cc(S(=O)(=O)N2CCCC2)cc1C(=O)NCc1ccccc1Cl	4	3	1.2	-4	3	-3	-23	0.87	13
O=C(Nc1ccccc1N1CCOCC1)C1=NN(c2c(F)c(F)cc(F)c2F)C(=O)CC1	2	14	0.94	1	-2	-5	6	0.99	1
O=S(=O)(Nc1ccc(O)c(CN2CCCCC2)c1)c1ccccc1	1	3	1.1	-9	-3	1	-8	1.3	-30
COc1ccc(-c2nn(-c3ccccc3C)cc2CNCc2cccnc2)cc1F	1	-1	1	-3	-4	-2	-5	1	-4
CCc1ccc(NC(=O)CSc2nc3n[nH]c(C)c3c(=N)n2-c2cccc(OC)c2)cc1	1	1	1	7	-6	5	-2	1.1	-14
O=C(CCl)N1c2ccccc2CCc2ccccc21	1	-19	0.99	0	-5	6	1	1	-4
O=C1C=CC(=O)N1c1ccc(N2CCCCC2)cc1	-2	28	0.93	-1	-6	57*	7	0.94	6

# Nine structures from above, arranged by length of the SMILES, lowest first:
SMILES	SENP1 inh	NALP3 yeast inh	mIAP act	A3A deaminase	beta cell repl	APOBEC3G inh	mIAP inh	hIAP activ	hIAP inh
CCOc1ccc(-n2cccc2C=O)cc1	2	12	1	1	5	-1	-3	0.91	9
Nc1nnnn1/N=C/c1cc(Br)ccc1O	-4	19	0.82	-3	0	-2	18	1.1	-6
CCNC(=S)Nc1ccc(Oc2ccccc2)cc1	5	34	1.1	2	-2	0	-8	0.9	10
c1ccc(CNc2ccc(N3CCOCC3)cc2)cc1	3	7	1.1	-6	-2	-4	-7	0.9	10
CCCN1CCC(NC(=O)c2cccc(Oc3ccccc3)c2)CC1	-6	20	1.1	-4	-6	-15	-8	0.93	7
O=S(=O)(Nc1ccc(O)c(CN2CCCCC2)c1)c1ccccc1	1	3	1.1	-9	-3	1	-8	1.3	-30
COc1ccc(-c2nn(-c3ccccc3C)cc2CNCc2cccnc2)cc1F	1	-1	1	-3	-4	-2	-5	1	-4
CCOc1ccc(NC(=O)Cc2ccc(S(=O)(=O)N3CCOCC3)s2)cc1OCC	-4	18	1	-1	-1	-4	-2	1.1	-14
Cc1ccc(-n2c(Cc3ccccc3)nnc2SCC(=O)NNC(=O)Cc2ccccc2)cc1	3	-7	0.99	1	-1	-2	1	2*	-100

# (more compounds)
SMILES	SENP1 inh	NALP3 yeast inh	mIAP act	A3A deaminase	beta cell repl	APOBEC3G inh	mIAP inh	hIAP activ	hIAP inh
CCn1c(SCc2ccccc2)nnc1C1CCCCC1	0	8	0.94	0	0	-5	6	0.95	5
CNc1nc(SC)n(C)c(=O)c1N=O	/	11	0.98	-5	-3	-5	2	0.82	18
Cc1cc2[nH]c(=O)c(=O)[nH]c2cc1S(=O)(=O)N(C)C1CCCCC1	0	3	0.9	-3	-6	-3	10	0.76	24
COc1ccccc1NC(=O)CSc1nnc(-c2ccco2)o1	1	16	0.88	-4	-2	-11	12	1	-4
O=C(Nc1ccccc1N1CCCCC1)c1cccc(Cl)c1	1	10	0.96	-1	-4	-7	4	0.89	11
O=C1NCCN1C(=O)N(c1ccccc1)c1ccccc1	0	6	1	3	-1	-4	0	1.1	-6
Cn1c(=O)c2cc(S(=O)(=O)NC(C(=O)Nc3cccc(F)c3)c3ccccc3)ccc2n(C)c1=O (stereo not given)	-1	14	1.1	-2	-2	-8	-12	1.1	-8
